# KLF5 inh – KLF5 expression inhibitors, primary screen, DLD-1 cells, luminescence; DLD-1 KLF5 promoter-luciferase reporter; inhibition, % at 5 µM; hit rate 0.23% among 290,000; AID 1700, 2009;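 active = inhibition above a per-plate limit of that plate's mean compound inhibition plus 3 SD, cut at about 60% in these data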;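 note: 0% = DMSO wells and 100% = LY294002 at 200 µM; higher means less KLF5 promoter-driven luciferase light; inactives centre near -14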
# HSF1 inh – HSF1 inhibitors in luciferase reporter cells, primary screen, cell-based, NIH3T3, luminescence; hit rate 0.77% among 300,000; AID 2098, 2009; activity change, negative = inhibition, % at 7.5 µM (by protocol); NIH3T3-HGL HSE-luciferase, MG132-induced, luminescence 8 h; hits give low values;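 active = more than half of replicate wells show activity change below -50%, luminescence cut by over half; inconclusive = some wells, but at most half, below -50%; inactive = no replicate well below -50%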;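 note: luciferase reports HSF-1 transcriptional activity via heat shock element; 0% = median of DMSO wells and -100% = zero luminescence signal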
# HSF-1 act – HSF-1 activators, primary screen, NIH3T3-HGL cells, MG132 stress, luminescence, single point. NIH3T3-HGL HSF-1 luciferase reporter, 8 h; 100% = twice DMSO control signal. hit rate 1.7% among 300,000. activation, % at 9 µM;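 active = mean replicate activation of at least 50% with a set share of replicates each reaching 50%; inconclusive = only one of those two conditions met; inactive = mean below 50% and too few replicates reaching it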;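 note: 0% = median of the neutral control wells and 100% = twice that signal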
# HSP90 refold inh – HSP90 inhibitors, primary screen, cell lysate, luminescence. Heat shock protein HSP 90 (rabbit reticulocyte lysate; luciferase refolding). Rabbit reticulocyte lysate, luciferase refolding luminescence, 3 h. inhibition, % at 5.6 µM. hit rate 0.91% among 290,000. AID 1789, 2009;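 active = inhibition above the screen-wide mean plus 3 SD, computed separately per campaign, cut at about 16% in these data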;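 note: 0% = DMSO wells and 100% = 60 µM geldanamycin wells; inhibitors lower the luminescence because luciferase stays unfolded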
# AI-2 QS mod – Vibrio harveyi AI-2 quorum sensing modulators, primary screen, JMH597 strain, luminescence/OD600 ratio. Vibrio harveyi JMH597 AI-2 luminescence/OD600 ratio, 9 h; hits give low values; strain lacks LuxN and CqsS sensors; 0 = neutral-control median. activity change, % at 7.5 µM. hit rate 0.4% among 300,000. AID 2094, 2009; in the data active = activity change below about -75%, passing the limit was not always enough; inconclusive = no clear call, values can overlap the other calls;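 note: luminescence divided by OD600 gain over 9 h not by final OD600 alone; inactives centre near 13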
# aSyn UTR inh – MLPCN primary screen, SNCA 5' untranslated region | alpha-synuclein 5'UTR reporter, inhibitor activity | inhibition, % (tested at 7.5 µM) | hit rate 0.82% among 300,000; in the data active = inhibition above about 60%; inconclusive = no clear call, values can overlap the other calls;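 note: H4 neuroglioblastoma cells stably carrying SNCA 5'UTR luciferase fusion; 0% = DMSO wells and 100% = positive control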
# IEC-6 tox – cytotoxicity in IEC-6 intestinal epithelial cells, primary screen, cytotoxicity control for KLF5 inhibitor project, cell-based, luminescence | IEC-6 cytotoxicity, luminescence viability | inhibition, % at 5 µM | hit rate 0.78% among 290,000; in the data active = inhibition above about 22%;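 note: 0% = plate median of test compound wells and 100% = cytotoxic reference compound wells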
# GSK3 alpha inh – blockers of GSK3A enzyme activity – biochemical, luminescence, cell-free homogeneous, HTS, primary screen; Glycogen synthase kinase-3 alpha (Homo sapiens), P49840; GSK-3 alpha kinase, ADP-Glo luminescence, 60 min; inhibition, % at 10 µM; hit rate 0.1% among 320,000; AID 2650, 2010;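 in the data active = inhibition above about 50%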;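 note: GST-tagged GSK-3 alpha with peptide substrate and 25 µM ATP; 0% = DMSO neutral wells and 100% = GW8510 positive control wells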
# Target sequence (P49840 whole entry, looked up): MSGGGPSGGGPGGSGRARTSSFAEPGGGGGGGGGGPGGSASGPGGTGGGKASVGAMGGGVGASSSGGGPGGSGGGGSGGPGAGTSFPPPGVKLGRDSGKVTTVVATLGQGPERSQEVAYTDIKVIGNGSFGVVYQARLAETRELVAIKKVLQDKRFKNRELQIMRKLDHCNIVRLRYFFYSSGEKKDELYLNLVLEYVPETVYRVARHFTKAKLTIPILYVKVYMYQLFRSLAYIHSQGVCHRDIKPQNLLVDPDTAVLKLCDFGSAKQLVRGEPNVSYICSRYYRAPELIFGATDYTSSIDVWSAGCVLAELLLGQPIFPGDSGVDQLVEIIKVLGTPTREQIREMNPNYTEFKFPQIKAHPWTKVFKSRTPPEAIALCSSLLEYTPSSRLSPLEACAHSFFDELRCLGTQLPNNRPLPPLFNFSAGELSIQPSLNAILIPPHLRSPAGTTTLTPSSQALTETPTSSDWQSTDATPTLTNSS
# GSK3B inh – human GSK3beta kinase inhibitors, primary screen, biochemical, cell-free homogeneous, HTS; Glycogen synthase kinase-3 beta (Homo sapiens), P49841; GST-GSK3beta kinase, ADP-Glo luminescence, 60 min; hits give low values; activity score (negative = inhibition), % at 10 µM; hit rate 0.038% among 300,000; AID 2097, 2009;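 active = more than half of replicate wells score below -50%, meaning over 50% inhibition versus plate controls; inconclusive = some replicates but at most half score below -50%; inactive = no replicate scores below -50%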;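 note: 0% = median DMSO wells and -100% = median GW8510 positive control wells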
# Target sequence (P49841 whole entry, looked up): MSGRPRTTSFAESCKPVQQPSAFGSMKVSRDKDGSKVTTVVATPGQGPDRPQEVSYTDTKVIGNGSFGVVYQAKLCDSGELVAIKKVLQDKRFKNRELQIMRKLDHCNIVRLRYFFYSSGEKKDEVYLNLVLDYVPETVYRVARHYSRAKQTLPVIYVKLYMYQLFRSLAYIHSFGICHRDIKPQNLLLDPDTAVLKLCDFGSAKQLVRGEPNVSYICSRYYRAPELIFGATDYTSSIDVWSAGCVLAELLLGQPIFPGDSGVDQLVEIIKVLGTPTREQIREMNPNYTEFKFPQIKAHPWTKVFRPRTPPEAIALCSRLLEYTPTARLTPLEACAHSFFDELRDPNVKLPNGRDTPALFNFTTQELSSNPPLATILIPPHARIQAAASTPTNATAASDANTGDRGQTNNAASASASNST
#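 Test system: GST-tagged human GSK3beta kinase, cell-free; evaluation: activity score scaled between in-plate DMSO and GW8510 controls; measured by: ADP-Glo luminescence; incubation: 60 min reaction, RT; benchmarks: DMSO and 20 µM GW8510; reagent: peptide substrate plus 25 µM ATP (final); medium: Tris/MgCl2 kinase buffer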
# HIF activator – HIF pathway transcriptional activators, primary screen, cell-based, U2OS HRE-luciferase, luminescence; U2OS HRE-luciferase reporter; normalized: DMSO 0%, desferrioxamine 100%; activation, % at 7.5 µM (by protocol); hit rate 0.32% among 300,000; AID 1910, 2009;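 active = mean activation of at least 10% of the iron chelator positive control signal, with at least half of replicates also reaching 10%; inconclusive = mean and replicate majority disagree about reaching 10%; inactive = mean and most replicates under 10%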
# * = called active by the depositor; ? = inconclusive; / = no result given.
SMILES,KLF5 inh,HSF1 inh,HSF-1 act,HSP90 refold inh,AI-2 QS mod,aSyn UTR inh,IEC-6 tox,GSK3 alpha inh,GSK3B inh,HIF activator
CCCCN1C(N)=NC[C@H]1Cc1ccc(O)cc1,/,0,9,/,19,20,/,-25,3,-0.2
CSc1nc2ccc(NC(=O)c3cc4ccccc4o3)cc2s1,-95,11,38,-3,5,-126,4,-1,2,1.1
CC(C)(C)OC(=O)N[C@@H](Cc1ccccc1)C(=O)N1CCC(C(=O)O)CC1,-8,1,21,-2,-2,-16,-3,0,0,0.0
CCOc1ccccc1OCCn1nc2ccccc2n1,-52,11,11,-4,27,-7,9,-2,3,0.9
COC(=O)c1ccc(NC(=O)Nc2ccc3c(c2)OCO3)cc1,-83,11,17,-1,0,-66,3,-1,0,2.0
COc1ccc(S(=O)(=O)N2CCN(C/C=C/c3ccccc3)CC2)cc1F,-21,10,34,-2,18,21,-3,-2,1,0.3
CCOCCCNC(=O)C(c1ccc(Cl)cc1)N1CCC2(CC1)OCCO2 (stereo not drawn),-44,5,-5,12,10,1,2,-4,5,-0.3
O=C(Nc1ccc(F)cc1)c1ccc(Cn2cnnn2)cc1,-11,3,4,-6,18,-1,1,0,2,-0.2
CCOC(=O)c1oc2cccc(O)c2c1CN1CCOCC1,-50,5,16,1,14,12,-7,3,2,-0.8
CCN(C(=O)COC(=O)c1cc(-c2ccc(C)o2)nc2ccccc12)C1CCS(=O)(=O)C1 (stereo not drawn),-25,18,16,0,20,-6,2,-3,5,0.3
COC(=O)c1sc2ncn(CC(=O)N(C)C3CCCCC3)c(=O)c2c1C,1,-1,-10,-4,27,-2,-6,-3,0,-0.1
O=C(NCc1ccccn1)Nc1cc(Cl)cc(Cl)c1,-28,11,-5,6,-51,9,9,0,1,0.0
Cc1noc(C)c1COC(=O)COc1ccc(-c2ccccc2)cc1,17,2,4,5,14,-13,-3,1,1,0.2
CC(C)(C)c1nn2cnnc2n(/N=C/c2ccc(O)cc2)c1=O,-1,10,8,1,1,-26,-2,2,-2,-0.4
c1ccc2c(Nc3nc4c(s3)CCCC4)cccc2c1,-1,21,?,-1,13,-157,6,1,1,5.3
O=C(O/N=C\c1ccc(N2CCCCC2)c([N+](=O)[O-])c1)c1c(F)cccc1F,-21,3,7,3,18,8,1,-1,3,-0.4
COc1ccccc1C(=O)NC(CCSC)C(=O)OCC(=O)c1ccc[nH]1 (stereo not drawn),2,/,/,4,22,13,-3,/,-3,/
C=CCN(C(=O)Nc1ccc(F)cc1)C1CC(=O)N(c2ccc(OC)cc2)C1=O (stereo not drawn),-11,/,/,2,/,/,6,6,/,/
FC(F)(F)c1cccc(/C=N/NC(=S)NC2CCCCC2)c1,-52,7,23,-6,18,12,-5,5,-1,0.4
OC1(c2cccc(C(F)(F)F)c2)CCN(Cc2nnnn2Cc2ccccc2)CC1,4,-6,4,-3,7,-10,-4,2,-2,-0.2
COc1ccc(-n2ncc3c2CC(C)(C)CC3NC(=O)CCC2=NNC(=O)CC2)cc1 (stereo not drawn),-37,2,23,3,6,18,0,2,-2,-0.3
COc1ccc(-c2cc3cc(OC)c(OC)cc3c(C)n2)cc1C,-25,2,2,3,20,-52,5,-1,2,1.5
COc1cccc(CNC(=O)N2CCN(S(=O)(=O)c3ccc(Cl)cc3)CC2)c1,6,1,-2,-3,7,18,2,1,1,-0.3
Cc1cc(C(=O)OCC(=O)N2CCOCC2)ccc1[N+](=O)[O-],-6,-1,-13,-6,18,10,-8,0,-2,-0.6
S=c1[nH]nc(Cc2cccs2)n1-c1ccccc1Cl,-14,10,30,-3,-10,10,-8,0,-1,-0.3

# An excerpt from above in order of their number in GSK3B inh, high to low:
smiles	KLF5 inh	HSF1 inh	HSF-1 act	HSP90 refold inh	AI-2 QS mod	aSyn UTR inh	GSK3 alpha inh	GSK3B inh
CCN(C(=O)COC(=O)c1cc(-c2ccc(C)o2)nc2ccccc12)C1CCS(=O)(=O)C1 (stereo not drawn)	-25	18	16	0	20	-6	-3	5
CCCCN1C(N)=NC[C@H]1Cc1ccc(O)cc1	/	0	9	/	19	20	-25	3
CCOC(=O)c1oc2cccc(O)c2c1CN1CCOCC1	-50	5	16	1	14	12	3	2
FC(F)(F)c1cccc(/C=N/NC(=S)NC2CCCCC2)c1	-52	7	23	-6	18	12	5	-1
OC1(c2cccc(C(F)(F)F)c2)CCN(Cc2nnnn2Cc2ccccc2)CC1	4	-6	4	-3	7	-10	2	-2
COc1ccccc1C(=O)NC(CCSC)C(=O)OCC(=O)c1ccc[nH]1 (stereo not drawn)	2	/	/	4	22	13	/	-3

# Retrieved by compound from above:
SMILES,KLF5 inh,HSF1 inh,HSF-1 act,HSP90 refold inh,AI-2 QS mod,aSyn UTR inh,IEC-6 tox,GSK3 alpha inh,GSK3B inh,HIF activator
COc1cccc(CNC(=O)N2CCN(S(=O)(=O)c3ccc(Cl)cc3)CC2)c1,6,1,-2,-3,7,18,2,1,1,-0.3
CCOc1ccccc1OCCn1nc2ccccc2n1,-52,11,11,-4,27,-7,9,-2,3,0.9
OC1(c2cccc(C(F)(F)F)c2)CCN(Cc2nnnn2Cc2ccccc2)CC1,4,-6,4,-3,7,-10,-4,2,-2,-0.2
COc1ccccc1C(=O)NC(CCSC)C(=O)OCC(=O)c1ccc[nH]1 (stereo not drawn),2,/,/,4,22,13,-3,/,-3,/
CCOCCCNC(=O)C(c1ccc(Cl)cc1)N1CCC2(CC1)OCCO2 (stereo not drawn),-44,5,-5,12,10,1,2,-4,5,-0.3

# Returning to the listing with the 2 entries that preceded the break.
SMILES,KLF5 inh,HSF1 inh,HSF-1 act,HSP90 refold inh,AI-2 QS mod,aSyn UTR inh,IEC-6 tox,GSK3 alpha inh,GSK3B inh,HIF activator
Cc1cc(C(=O)OCC(=O)N2CCOCC2)ccc1[N+](=O)[O-],-6,-1,-13,-6,18,10,-8,0,-2,-0.6
S=c1[nH]nc(Cc2cccs2)n1-c1ccccc1Cl,-14,10,30,-3,-10,10,-8,0,-1,-0.3
CCOc1ccccc1NC(=O)C1CCN(c2nc(-c3ccc(OC)cc3)no2)CC1,-31,-6,-8,-4,22,28,-4,0,4,-0.2
COc1ccccc1NC(=O)Cn1nc(-c2ccncc2)nc1SCC(=O)NC1CCCC1,1,-1,-4,-4,6,0,-6,-10,-7,1.8
CCOCCCNC(=O)C(c1ccccc1)N(Cc1cccs1)C(=O)CNC(C)=O (stereo not drawn),-15,-3,-3,-3,20,-25,-2,-2,4,-0.2
Cc1cccc(-n2c(=S)[nH]c3nc4c(cc3c2=O)COC(C)(C)C4)c1,12,-3,14,-2,9,8,-11,-2,1,1.5
O=C(OCN1C(=O)c2ccccc2C1=O)c1cccc(OC(F)F)c1,-22,-3,5,2,16,-6,-4,0,-2,-0.4
O=C(Cn1c(=O)n(CCc2c[nH]c3ccccc23)c(=O)c2cccnc21)Nc1ccccc1F,-5,11,25,2,11,-16,-8,-5,0,-0.2
COc1ccc2ccccc2c1CN(C)Cc1ccccc1,-33,-7,0,2,14,-2,0,2,5,-0.5
COc1ccc(CNC(=O)CSCc2cnn(-c3ccccc3)c2-n2cccc2)cc1,-28,1,5,6,23,-16,1,-4,4,-0.3
CN(C)c1ccc(C(=O)Nc2nc3c(s2)CCCC3)cc1,-62,-2,13,27*,42,36,1,-5,-1,-1.6
CCOc1ccc(/C=N/OCC(=O)NC(c2ccccc2)c2ccccc2)cc1,-4,7,16,0,11,-3,5,0,3,0.5
COCC(=O)Nc1cc(C)cn(Cc2ccccc2Cl)c1=O,-32,3,13,1,31,-10,5,-2,-2,-2.2
CCOC(=O)c1sc(NS(=O)(=O)c2ccccc2Cl)nc1C,-3,4,5,5,19,17,3,-4,2,-0.5
COc1cc(C)nc(Nc2nc(C)c(C(C)=O)s2)n1,-26,-12,-5,0,6,-28,-3,-2,0,-0.3
COC(=O)c1ccccc1NC(=S)N1CCC(N2CCCCC2)CC1,-31,/,/,-2,20,1,-9,-1,-1,/
CCCCOC(=O)c1ccc(NC(=O)c2ocnc2C)cc1,-76,14,22,-3,-18,-59,4,-1,2,1.0
NC(=O)CSc1nnc2n(-c3ccccc3)c(=O)c3c4c(sc3n12)CCCCC4,-7,-5,12,-1,14,1,0,-1,5,-2.7
Cc1ccc(NC(=O)CCNS(=O)(=O)c2ccc(Br)s2)cc1,-7,-6,6,7,19,-1,-5,0,-1,-0.1
Cc1cc(Nc2ncc(Cl)cc2Cl)n(-c2ccccn2)n1,-30,-2,-4,-2,21,-23,9,/,1,-0.3
COc1ccc(C(NC(=O)C(C)(C)C)NC(=O)C(C)(C)C)cc1,-8,-6,-4,-2,13,-3,-2,-21,0,1.4
Brc1c(CSc2nc3ccccc3o2)nc2ncccn12,-80,22,38,-3,22,-118,-2,2,-5,-7.3

# Screens: PubChem, several laboratories
